ABHD5-PLIN5 inh: ABHD5-PLIN5 protein interaction inhibition. Split G. princeps luciferase complementation, luminescence, 4 h. inhibition, % at 4 µM. 0.78% of 360,000 active. AID 602281;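 active = inhibition above the mean inhibition across every tested compound plus 3 SD, cut at about 22% in these data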;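 also: 0% = DMSO only wells and the 100% control is not disclosed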
NR5A2 inv ag: NR5A2 inverse agonism in reporter assay. HEK293T StAR-luciferase reporter, LRH-1 transfected, 24 h. AID 602396. 0.13% of 360,000 active. inhibition, % at 3.6 µM. O00482;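 active = inhibition above the mean inhibition of all tested compounds plus 3 SD, cut at about 73% in these data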;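 also: 0% = DMSO wells and 100% = reporter-only cells lacking LRH-1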
NCOA1 inh: inhibitors of human steroid receptor coactivator 1 (SRC1); Q15788; HEK293 GAL4-SRC1 luciferase reporter, luminescence; inhibition, % at 3.6 µM; 0.12% of 360,000 active; AID 588354;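 active = inhibition above the campaign mean plus 3 SD, with each screening campaign given its own cutoff, cut at about 60% in these data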;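 also: 0% = DMSO treated cells and 100% = gossypol at 36 µM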
NOD2 RIPK2 PPI: NOD2-RIPK2 protein interaction inhibition; AID 624267; CHO BLA complementation NOD2-RIPK2, CCF4 ratio; 0.38% of 360,000 active; inhibition, % at 4.98 µM; in the data active = inhibition above about 21%;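 also: 0% = vehicle only and 100% = reference blocker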
Target sequence (O43353 whole entry, looked up): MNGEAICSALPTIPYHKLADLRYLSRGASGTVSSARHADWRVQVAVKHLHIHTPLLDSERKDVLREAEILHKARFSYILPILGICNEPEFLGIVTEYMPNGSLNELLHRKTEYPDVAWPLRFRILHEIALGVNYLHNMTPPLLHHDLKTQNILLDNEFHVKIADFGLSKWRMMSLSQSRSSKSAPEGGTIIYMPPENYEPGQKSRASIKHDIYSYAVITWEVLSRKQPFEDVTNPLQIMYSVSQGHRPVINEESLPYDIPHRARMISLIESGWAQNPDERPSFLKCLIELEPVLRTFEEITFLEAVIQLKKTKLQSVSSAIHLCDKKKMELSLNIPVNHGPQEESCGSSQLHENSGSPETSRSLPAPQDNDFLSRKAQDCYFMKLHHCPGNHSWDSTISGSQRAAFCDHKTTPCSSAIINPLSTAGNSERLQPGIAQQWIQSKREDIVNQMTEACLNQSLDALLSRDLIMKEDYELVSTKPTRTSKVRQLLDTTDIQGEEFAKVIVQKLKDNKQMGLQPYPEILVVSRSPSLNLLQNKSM
TLR9-MyD88 block: inhibitors of human TLR9-MyD88 binding; inhibition, % at 4.98 µM; CHO BLA complementation TLR9-MyD88, CCF4 FRET ratio; AID 504734; 0.21% of 340,000 active; Q9NR96+Q99836;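 active = inhibition above the mean over all tested compounds plus 3 SD, cut at about 21% in these data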;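 also: 0% = DMSO only wells and 100% = clavulanate BLA inhibitor control wells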
TROY NFkB inh: TROY signaling inhibition. Q293 LMP1-TROYcd NF-kB luciferase reporter, 4 h. inhibition, % at 10 µM. 0.98% of 360,000 active. AID 1347056;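 active = compounds whose plate-normalised and pattern-corrected inhibition of the luciferase reporter signal at the single screening dose is 50% or more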
SRC3 inh: inhibitors of human steroid receptor coactivator 3 (SRC3) | 0.17% of 360,000 active | inhibition, % at 3.6 µM | Q9Y6Q9 | HEK293 GAL4-SRC3 luciferase reporter, luminescence | AID 588352;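 active = inhibition above a per-campaign cutoff, the mean of all compounds plus 3 SD, cut at about 60% in these data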;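 also: 0% = DMSO-treated cells and 100% = gossypol-treated cells at 36 µM; higher means less SRC3-driven luciferase light from the GAL4 reporter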
Granule exo inh: blocks lytic granule exocytosis. TALL-104 LAMP-1 surface exposure, flow cytometry; cells stimulated with thapsigargin and PMA. inhibition, % at 10 µM. 0.66% of 360,000 active. AID 651702;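 active = inhibition above about 55%, limit read from the data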
NR2F2 inh: blocks human COUP-TFII nuclear receptor. HEK293T NGFI-A luciferase reporter, luminescence. inhibition, % at 8.6 µM. 0.7% of 370,000 active. AID 686940;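 active = inhibition above a per-plate cutoff, mean inhibition of test wells between control levels plus 3 SD, cut at about 38% in these data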;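 also: cells cotransfected with COUP-TFII expression vector driving the NGFI-A reporter; 0% = median of COUP-TF2 test wells and 100% = reporter-only cells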
Target sequence (P24468 whole entry, looked up): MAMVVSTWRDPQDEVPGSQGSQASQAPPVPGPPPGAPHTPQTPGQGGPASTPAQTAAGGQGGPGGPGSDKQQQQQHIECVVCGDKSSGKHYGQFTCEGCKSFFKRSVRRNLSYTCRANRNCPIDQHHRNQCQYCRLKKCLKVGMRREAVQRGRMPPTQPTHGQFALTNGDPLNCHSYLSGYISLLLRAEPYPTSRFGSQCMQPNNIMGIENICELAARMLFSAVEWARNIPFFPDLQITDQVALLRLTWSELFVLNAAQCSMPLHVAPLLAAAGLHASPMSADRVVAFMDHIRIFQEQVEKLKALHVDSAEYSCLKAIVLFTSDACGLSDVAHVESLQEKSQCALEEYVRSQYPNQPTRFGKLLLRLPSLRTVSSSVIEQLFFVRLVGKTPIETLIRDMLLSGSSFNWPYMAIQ
NCOA2 inhibitor: human SRC2 (NCOA2) inhibition. inhibition, % at 9 µM. 0.17% of 370,000 active. HEK293 GAL4-SRC2 luciferase reporter, luminescence;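 active = inhibition above the mean inhibition of all tested compounds plus 3 SD, set per campaign, cut at about 52% in these data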;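 also: 0% = DMSO treated cells and 100% = cells given Gossypol at 36 µM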
TWEAK-Fn14 inh: blocks TWEAK-Fn14 interaction in a reporter cell assay; TWEAK-stimulated Fn14 reporter cells, luciferase luminescence, 8 h; inhibition, % at 10 µM; 2% of 360,000 active; in the data active = inhibition above about 50%
Starred values were filed as active, the others as inactive; . = no result given.

SMILES | ABHD5-PLIN5 inh | NR5A2 inv ag | NCOA1 inh | NOD2 RIPK2 PPI | TLR9-MyD88 block | TROY NFkB inh | SRC3 inh | Granule exo inh | NR2F2 inh | NCOA2 inhibitor | TWEAK-Fn14 inh
Cc1ccc([C@H]2N[C@]3(CCCN(Cc4cccn4C)C3=O)[C@H]3C(=O)N(Cc4ccccc4)C(=O)[C@@H]23)cc1 | 6 | 20 | -19 | -4 | -7 | 4 | -1 | 1 | -5 | 16 | 18
CCOC(=O)N/N=C(C)/C=C/c1ccccc1 | -6 | -42 | -33 | 1 | 3 | -16 | -14 | 1 | 4 | -15 | -27
Cc1cc(C(=O)NNC2CC(=O)N(c3ccc4ccccc4c3)C2=O)c(C)o1 (stereo not given) | -7 | -3 | -2 | -5 | -5 | 4 | -14 | -2 | 9 | -30 | 1
COc1ccc(C(=O)NCCc2ccccn2)cc1S(=O)(=O)Nc1ccc(Br)cc1 | 11 | 0 | -1 | -6 | -1 | -1 | -32 | 0 | -23 | 13 | -7
Cc1nc(NC(=O)CSc2nnc(-c3ccncc3)n2C)sc1C | -1 | 2 | 7 | 4 | 0 | 10 | -17 | -6 | -8 | 0 | 7
COc1ccc2cc(C(=O)N3CCN(c4ccccc4F)CC3)[nH]c2c1 | 7 | 10 | -8 | 7 | 2 | -4 | -8 | 0 | -10 | -2 | -2
O=C(NC1CCCN(Cc2ccc(Cl)cc2)C1)c1ccccc1-c1ncc[nH]1 (stereo not given) | 9 | -11 | 6 | -10 | -1 | 0 | -5 | 2 | -17 | 7 | -10
Cc1cc(=O)[nH]c(SCC(=O)Nc2ccc3c(c2)OCCO3)n1 | 0 | -20 | -1 | -7 | -3 | -12 | -47 | -1 | -23 | -1 | -18
COC(=O)c1ccccc1NC(=O)c1cc(C)no1 | -7 | 28 | 9 | 8 | -13 | -16 | -1 | 1 | 8 | -11 | -10
CCOC(=O)c1c(NC(=O)C2CC(Cl)=CCC2C(=O)O)sc2c1CCCCC2 (stereo not given) | 3 | -12 | 2 | -4 | -4 | 34 | -7 | 1 | . | . | 8
COCc1c(Br)c(C)nc(OCC(=O)N/N=C/c2ccco2)c1C#N | 6 | 24 | 10 | 5 | 11 | -7 | -9 | 1 | 6 | 12 | -8
O=C(Nc1ccc(Cl)cc1)c1cncs1 | -6 | 7 | -7 | 2 | -2 | -6 | 0 | 3 | -7 | -56 | 10

Just ABHD5-PLIN5 inh and Granule exo inh, for some of the entries so far:
Compound	ABHD5-PLIN5 inh	Granule exo inh
Cc1nc(NC(=O)CSc2nnc(-c3ccncc3)n2C)sc1C	-1	-6
COc1ccc2cc(C(=O)N3CCN(c4ccccc4F)CC3)[nH]c2c1	7	0

Next records.
SMILES | ABHD5-PLIN5 inh | NR5A2 inv ag | NCOA1 inh | NOD2 RIPK2 PPI | TLR9-MyD88 block | TROY NFkB inh | SRC3 inh | Granule exo inh | NR2F2 inh | NCOA2 inhibitor | TWEAK-Fn14 inh
O=C(Cn1cnc2c(nnn2Cc2ccc(F)cc2)c1=O)NCc1ccc(F)cc1 | 1 | 10 | -14 | -10 | 2 | -10 | -17 | -13 | 7 | 9 | -2
Cc1cc(OCC(=O)NNC(=S)NC(=O)c2ccc(Br)o2)ccc1Cl | -2 | -8 | -34 | 1 | 4 | 18 | -4 | 4 | -20 | 18 | 1
COc1ccccc1-c1nc(S(=O)(=O)c2ccc(Cl)cc2)c(N(C)C)o1 | 5 | 1 | -21 | -7 | 4 | 2 | 8 | 2 | 8 | -3 | -8
NC(=O)c1ccsc1NC(=O)COC(=O)C1CC2CCCC(C1)C2=O (stereo not given) | -2 | 7 | 3 | 1 | 7 | 13 | -8 | -4 | -17 | 25 | -6
COc1cccc(C=O)c1OCCCOc1cccc2cccnc12 | 4 | -112 | -82 | 5 | -7 | -18 | -101 | 45 | -33 | -48 | 17
O=C(Nc1ccc(Br)cc1)c1cc2ccccn2n1 | -5 | -120 | -74 | -5 | -1 | -30 | -92 | -2 | -9 | -45 | 23
COc1cccc(NC(=O)n2ncc3c(C)cccc32)c1 | -8 | -139 | -90 | -7 | -2 | 19 | -61 | 8 | -23 | -52 | 26
COc1ccccc1N1CCN(C(=O)CCS(=O)(=O)c2ccc3c(c2)NC(=O)C(C)S3)CC1 (stereo not given) | 1 | 7 | 8 | 3 | -6 | 0 | 9 | 0 | 1 | 14 | 22
CCN(CC(=O)Nc1ccc(NC(C)=O)cc1)S(=O)(=O)/C=C/c1ccccc1 | -3 | 8 | -4 | 7 | -3 | 6 | 13 | 0 | -5 | -16 | -8
CC1CCCN(C(=O)Cc2cccc3ccccc23)C1 (stereo not given) | -5 | -5 | -18 | 7 | -2 | 2 | 5 | -1 | 7 | -5 | 7
Cc1ccc2ccc(C#N)cc2c1O | -5 | -1 | -19 | -7 | -16 | 4 | -6 | 6 | 4 | -42 | -2
Cc1ccc(-c2nc(SC(C)C(=O)c3c(N)n(C)c(=O)n(C)c3=O)n[nH]2)cc1 (stereo not given) | -4 | -10 | -31 | 2 | -14 | 7 | -5 | -1 | 6 | -5 | 12
COc1ccc(NC(=O)Cn2nnc(C(=O)NCc3ccc4c(c3)OCO4)c2N)c(OC)c1 | 5 | 11 | 12 | 7 | 0 | -10 | -17 | 2 | 3 | 1 | -4
CCOc1ccc(N(CC)C(=O)COc2cc(=O)n(CC)c3ccccc23)cc1 | 9 | 28 | 1 | 0 | -4 | -6 | 14 | 1 | -16 | -22 | -30
Cc1onc(-c2ccccc2)c1C(=O)Nc1ccc(S(=O)(=O)Nc2nccs2)cc1 | -2 | 5 | -2 | -7 | 6 | 16 | 7 | -5 | -12 | -23 | 4
COc1ccccc1-n1c(=O)[nH]c2c(C(N)=O)nc(-c3cccnc3)nc21 | 1 | 6 | -15 | -7 | 14 | -66 | 0 | -2 | -12 | -10 | -24
Cc1cc(C)c(C)c(S(=O)(=O)N2CCNC(=O)C2)c1C | 14 | 14 | -6 | 9 | -10 | -15 | 21 | 1 | 7 | -2 | -4
CC1CN(CC(=O)NC(C)c2ccccc2)CC(C)O1 (stereo not given) | 6 | -3 | -13 | -2 | 8 | 5 | -16 | -21 | 2 | 13 | -9
Cc1ccnc(N2CCC(C(=O)NNC(=O)COc3cccc4ccccc34)CC2)n1 | 1 | 1 | 0 | -11 | -9 | 7 | 9 | 4 | 10 | -28 | -19
O=C(CCCN1C(=O)/C(=C/c2cccs2)SC1=S)NNC(=O)c1ccc(F)cc1 | 8 | -25 | 2 | -4 | 0 | 22 | 1 | 0 | 6 | -12 | 28
COc1cccc(-n2c(SCC(=O)NCCc3ccccc3)nnc2-c2ccoc2C)c1 | 6 | -2 | -15 | -3 | -5 | -8 | -5 | 3 | 2 | -1 | -13
Cc1ccsc1C(=O)N1CCCC1(C)C(=O)NCC(C)C (stereo not given) | 4 | 14 | 3 | -6 | . | -11 | 0 | 2 | 11 | 20 | -6
Clc1cccc(-c2nc3nc4ccccc4nc3n2Cc2ccccc2)c1 | 1 | 3 | 9 | -11 | -4 | 14 | 17 | 1 | 0 | 10 | -2
O=C(/C=C/c1cccc([N+](=O)[O-])c1)NCc1ccc2c(c1)OCO2 | -2 | 17 | 1 | -7 | -6 | 13 | 8 | 9 | 4 | 19 | -13
CC(C)C(C(=O)Nc1cccnc1)N1C(=O)c2ccccc2C1=O (stereo not given) | 1 | 9 | 4 | 0 | -13 | 0 | -15 | 1 | 5 | 0 | -7
Cc1ccc(C(=O)NC2CCN(CC(=O)Nc3ccccc3Cl)CC2)cc1 | -4 | 15 | 4 | -8 | 6 | 3 | -3 | 17 | 2 | 7 | -21
CC(C)Oc1c(N2CCOCC2)c(=O)c1=O | -1 | -4 | 5 | -7 | -6 | -4 | 16 | -2 | 0 | 3 | -2
Cc1cc2nccc(-c3ccc(OCCCF)cc3)n2n1 | -8 | -10 | 0 | 3 | -2 | 14 | -6 | -10 | 14 | -4 | -17
CC(C)c1cc(Cn2c3ccccc3c(=O)n2C(C)Cn2cc(COc3ccccc3)nn2)on1 (stereo not given) | 8 | -11 | . | -9 | . | . | . | 1 | 1 | 20 | .
COc1cccc(OC)c1OCC(O)CN1CCN(c2ccccc2F)CC1 (stereo not given) | -4 | -6 | 3 | -3 | 1 | 1 | 1 | -4 | -6 | -11 | 8
COCCN(C(=S)Nc1ccc(OC)c(Cl)c1)C1CCN(C(C)C)CC1 | 0 | 2 | -21 | -7 | -13 | -9 | 5 | 0 | -9 | -3 | -18
CSc1ncc(C(=O)O)c(C)n1 | -1 | 10 | 5 | 3 | -7 | 2 | -3 | 3 | -1 | -17 | 0
Fc1ccc(CN2CCC(Cc3ccccc3)CC2)cc1F | 19 | 11 | 11 | 3 | 1 | 5 | 0 | 20 | -23 | -1 | 13
Clc1ccc(Cn2ncc3c(NCc4ccccc4)ncnc32)cc1 | -3 | 50 | 5 | 12 | -16 | 12 | 27 | 2 | -8 | 19 | 18
CC1(C)Cc2cccc(OCC(=O)Nc3cccnc3)c2O1 | -3 | -15 | -2 | 0 | -4 | 3 | -2 | 4 | 11 | -10 | 6
O=S(=O)(c1cccc(Br)c1)N1CCN(c2ccnc3cc(Cl)ccc23)CC1 | 1 | -10 | 8 | -3 | 0 | 26 | 18 | -5 | -6 | 23 | 25
CCOn1c(=O)c(-c2ccc(OC)c(OC)c2)[n+]([O-])c2ccccc21 | 5 | 11 | -7 | -3 | -11 | -19 | -13 | 5 | 2 | -3 | -7
CCN(CC)S(=O)(=O)c1ccc2c(c1)nc(SC(C)C(=O)NCC1CCCO1)n2CC (stereo not given) | -2 | 7 | -2 | -14 | 5 | -24 | 10 | -1 | -10 | 24 | 4
Cc1c2cnn(-c3ccccc3)c(=O)c2c(C)n1CCCC(=O)N1CCN(c2ncccn2)CC1 | 7 | 3 | -36 | -9 | 4 | 17 | 17 | -1 | 20 | 18 | 5
CCOC(=O)C1CCCN(C(=S)Nc2cc(C)cc(C)c2)C1 (stereo not given) | 6 | 4 | -13 | 12 | -3 | -31 | 1 | -1 | -3 | -7 | 7
O=C(Cc1ccccc1)N1CCC(O)(c2cccnc2)CC1 | 3 | -13 | -12 | -8 | 2 | -6 | -1 | 2 | -8 | 15 | 8
S=C(NCc1ccco1)NCc1ccco1 | -14 | -10 | -4 | -1 | -7 | -14 | -7 | -1 | 3 | -2 | 20
O=C(NCC1OCCc2ccccc21)c1ccc(NC(=O)c2ccc(Cl)cc2Cl)cc1 (stereo not given) | -2 | 15 | -2 | -10 | -8 | 26 | 18 | 0 | 4 | 7 | -42
Nc1c(N(CCC2=CCCCC2)C(=O)c2ccco2)c(=O)[nH]c(=O)n1Cc1ccccc1 | -3 | -20 | -12 | -3 | -3 | 2 | 9 | -3 | 6 | 7 | 14
C/C(=N\N1CCN(Cc2ccccc2Cl)CC1)c1ccc([N+](=O)[O-])cc1 | -11 | -10 | 0 | 0 | -13 | 10 | 7 | -6 | 9 | -26 | -5

Bioassay records deposited in PubChem BioAssay by several laboratories.

Some of the compounds tested (hit frequency here may not be typical).
